Screening results as filed in PubChem BioAssay.
MRP resist rev = MRP-mediated drug resistance reversal | H69AR cells + 2 uM doxorubicin, CellTiter-Glo, 72 h | AID 602 | 85,000 tested, 0.04% active | differential viability (reversal), % at 10 µM;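 active means viability drop by adding the cancer drug above about 55%, with treated viability meeting a 40% cutoff, limit read from the data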;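 further: viability without doxorubicin minus viability with 2 µM doxorubicin for each compound; larger differential means the compound sensitizes cells more to doxorubicin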
Bcl-B TR3 displacers = displacers of TR3 peptide from Bcl-B, primary screen, selectivity assay for Bfl-1 inhibitor project, biochemical, fluorescence polarization; FP displacement of FITC-TR3 peptide from Bcl-B; higher % means a stronger effect; displacement, % at 20 µM, or IC50 in µM where a hit was titrated; 96,000 tested, 0.11% active;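 active means displacement above 50% at 20 µM plus a fluorescence interference ratio under 1.5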;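 further: plate controls were wells without compound for no effect and wells lacking Bcl-B protein for full effect; a part of the inactive calls stands beside numbers as strong as those of hits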
NFkB transloc inh = blocks IL-1B driven NFkB nuclear translocation in HUVEC cells; 94,000 tested, 0.43% active; inhibition, % at 2 µM; HUVEC IL-1B NFkB p65 nuclear translocation imaging;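 active means inhibition above about 30% together with a positive call from visual inspection of the well image, limit read from the data; inconclusive means inhibition above a set limit but visual check negative; inactive means inhibition not above a set limit, visual check negative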;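 further: nuclear over cytoplasmic p65 intensity ratio measured by imaging; 0% = IL-1B stimulated DMSO wells and 100% = unstimulated DMSO wells; values of inactives mirror those of a sister screen read the other way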
NFkB transloc pot = enhances IL-1B driven NFkB nuclear translocation; HUVEC IL-1B NFkB p65 nuclear translocation imaging; activation, % at 2 µM; 94,000 tested, 0.3% active; AID 819;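 active means activation above 40%, about the mean plus 3 SD, also judged a hit on visual image review; inconclusive means activation above 40% but not a hit on visual review; inactive means activation not above 40% and no visual hit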;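 further: percent activation is computed from the nuclear over cytoplasmic p65 intensity ratio; values of inactives mirror those of a sister screen read the other way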
PLAP inhibition = inhibition of human placental alkaline phosphatase – biochemical, luminescence, HTS (AID 690); inhibition, % at 20 µM; hits with a dose series show IC50 in µM; purified PLAP, luminescent substrate; higher % means a stronger effect; 96,000 tested, 0.08% active; in the data active means a potency from the dose series; inactive means the rest, 99 in 100 with inhibition below about 30%; further: strong numbers were not always called active
MRP resist rev cytotoxicity = recorded beside MRP resist rev, whose call it bears; viability, %; H69AR cells, CellTiter-Glo, 72 h; measured here: cytotoxicity without doxorubicin
MRP resist rev with doxorubicin = recorded beside MRP resist rev, whose call it bears; viability, %; measured here: viability with 2 uM doxorubicin; stronger effect = lower value
NFkB transloc inh cell count 2 µM = further read-out of NFkB transloc inh, marked with its call; cell count; measured here: cells passing quality filter;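 raw number of nuclei counted in each imaged well without normalization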
NFkB transloc pot cell count 2 µM = further read-out of NFkB transloc pot, marked with its call; cell count; measured here: cells passing quality filter
* marks the source's active call; other numbers are inactive results; ? = inconclusive; · = no result given. These rows are one share of the data (hit frequency here may not be typical).

SMILES	MRP resist rev	MRP resist rev cytotoxicity	MRP resist rev with doxorubicin	Bcl-B TR3 displacers	NFkB transloc inh	NFkB transloc inh cell count 2 µM	NFkB transloc pot	NFkB transloc pot cell count 2 µM	PLAP inhibition
CCn1c(CSc2nc3ccccc3s2)nnc1SCC(=O)NCC(=O)OC	-13	90	103	-7%	4	184	-4	184	-67%
COc1cccc(CN2CCCN(S(=O)(=O)c3ccc(Br)cc3)CC2)c1	4	89	85	2%	-3	173	3	173	-42%
Cc1ccc(-n2ncc3c(=O)n(CC(=O)NCC4CCCO4)cnc32)cc1 (configuration not stated)	-10	96	106	-2%	-12	112	12	112	-15%
CN(Cc1nc(-c2ccncc2)no1)S(=O)(=O)c1ccc(Br)cc1	7	83	76	-4%	-2	149	2	149	-38%
C/C(CC1CC(COCCC(C)C)OC1=O)=N\NC(N)=S (configuration not stated)	·	·	·	15%	15	109	-15	109	3%
CCCC12CN3CC(C)(CN(C1)C3c1ccc3c(c1)OCO3)C2=O (configuration not stated)	16	84	69	-5%	-6	125	7	125	-9%
O=c1cc(-c2ccccc2)nc2nc(COc3ccccc3)[nH]n12	-4	86	90	0%	-32	148	32	148	-1%
CN(C)/C=C/C(=O)/C=C/c1cn(-c2ncc(C(F)(F)F)cc2Cl)c2ccccc12	·	·	·	-17%	-14	137	14	137	-18%
c1cnn(-c2cc(N3CCOCC3)ncn2)c1	·	·	·	-6%	-9	152	9	152	3%
CCOc1cc2c(C#N)c(N3CCOCC3)nc(N)c2c(N)n1	-6	54	59	-1%	·	·	·	·	22%
CC1CN(C(=O)C(C)N2C(=O)c3ccccc3C2=O)CC(C)O1 (configuration not stated)	16	106	90	-2%	·	·	·	·	-11%
COc1cc(OC)c(C2=NOC(C(=O)Nc3c(C)nn(CC(=O)N4CCCC4)c3C)C2)cc1Cl (configuration not stated)	8	94	87	-3%	3	71	-3	71	-57%
Cc1cc(O)c(C(=O)c2ccccc2C(=O)O)cc1C	7	104	98	-25%	-55	176	?	·	12%
C1CCN(c2nc(N3CCCC3)nc(N3CCNCC3)n2)C1	-20	6	26	-18%	·	·	·	·	-17%
CC(=O)c1cc(CN2C(=O)c3ccccc3C2=O)cs1	2	93	91	13%	·	·	·	·	3%
CCn1c(SCC(=O)N2CCCC(C)C2)nnc1-c1ccc(S(=O)(=O)N2CCN(C)CC2)cc1 (configuration not stated)	1	87	86	1%	·	·	·	·	-95%
CN(C)C(CNC(=O)Nc1cccc(Cl)c1)c1cccnc1 (configuration not stated)	4	92	88	-1%	0	102	0	102	1%
Cc1c(C(=O)O)sc2nc(C)n(C)c(=O)c12	-3	90	94	-6%	-6	155	6	155	0%
COC(=O)c1ccc(C2c3c(n[nH]c3C)C(=O)N2c2ccc(C)cc2)cc1 (configuration not stated)	-1	99	100	-14%	-9	77	9	77	-128%
COCCCn1c(SCC(=O)Nc2ccc(NC(=O)c3ccco3)c(OC)c2)nc2ccccc2c1=O	3	32	28	·	4	113	-4	113	·
COc1cc2c(cc1OC)C(c1cc3ccccc3oc1=O)=NC(C)(C)C2	1	75	74	·	25	80	-25	80	·
COc1cccc(C2CC(C(F)(F)F)n3nc(C(=O)NCc4cccnc4)cc3N2)c1 (configuration not stated)	9	94	85	1%	-4	95	4	95	-2%
O=C(OCC#CCSc1nnc(-c2cccc3ccccc23)o1)c1ccco1	-8	30	39	-8%	10	184	-10	184	8%
COc1ccccc1NC(=O)Cc1noc(CSc2cccc[n+]2[O-])n1	·	·	·	-9%	2	170	-2	170	0%
O=C(Nc1ccc2nc(SCc3ccc(Cl)cc3)sc2c1)c1ccccc1C(=O)N1CCOCC1	·	·	·	0%	-6	95	6	95	-6%
CCC(=O)Nc1ccc(C(=O)Nc2cccnc2)cc1	-10	69	79	-2%	1	149	-1	149	10%
COC(=O)c1cc(=O)cc(C(=O)OC)o1	1	96	95	·	-32	124	32	124	·
COc1cccc(OC)c1OCCNC(C)(C)C	·	·	·	-4%	-18	188	18	188	-1%
CC(C)(C)OC(=O)N1CCC[C@H]1c1nnc(SC/C=C/c2ccccc2)o1	6	75	69	-15%	3	160	-3	160	-45%
O=C(CCC1CCCC1)N1CCN(C(=O)c2cccnc2)CC1	17	98	81	-4%	6	65	-6	65	-26%
O=C1CCC(=O)N1CCCCCc1nc(-c2ccccc2)no1	10	94	84	-1%	0	107	0	107	19%
COc1cccc(C(=O)COc2cccc(NC(=O)c3cccc([N+](=O)[O-])c3)c2)c1	·	·	·	2%	11	170	-11	170	4%
CCCC(=O)Nc1sc2c(c1C#N)CC(C)(C)NC2(C)C	34	99	64	·	9	116	-9	116	·
Clc1ccc(C2=Nn3c(nnc3-c3cccs3)SC2)cc1	10	70	60	·	8	125	-8	125	·
Cc1cc(C)nc(Nc2ccc(N3CCCC3)cc2)n1	-2	91	94	·	-12	112	12	112	-17%
N#C/C(=C\c1ccc(Cl)cc1)c1n[nH]c(Cn2cncn2)n1	7	94	87	-5%	-8	207	8	207	-2%
CCCCCOC(=O)C1[C@H]2C(=O)N(CCCOC)C[C@]23C=C[C@H]1O3 (some centres not stated)	18	97	79	-2%	-26	125	26	125	-59%
CCOC(=O)N1CCc2c(sc3c2C(=O)NC(c2ccccc2)N3)C1 (configuration not stated)	-46	32	77	-35%	1	152	-1	152	-13%
CCOC(=O)C1CCCN(c2c(NCCN(C)Cc3ccccc3)c(=O)c2=O)C1 (configuration not stated)	7	90	82	-9%	10	168	-10	168	4%
COCCCNC(=O)c1cc2c(=O)n3cccc(C)c3nc2n(C(C)C)c1=N	3	83	80	7%	-1	131	1	131	-72%
CCCCc1c(O)nc2n(c1=O)CCS2	·	·	·	-6%	-17	147	17	147	6%
Cc1c(C(=O)NCC2CCCO2)sc2nc(-c3ccccc3)cn12 (configuration not stated)	·	·	·	-2%	2	154	-2	154	-55%
Cc1cccc2cc(CN(CC3CCCO3)C(=O)c3ccncc3)c(=O)[nH]c12 (configuration not stated)	3	89	86	-3%	·	·	·	·	-21%
COc1cc2c(c(O)c1OC)C(=O)C(OC)CCC2 (configuration not stated)	3	102	99	-12%	-35	136	35	136	-3%
COc1ccc(N2CCN(C(=O)CCN3C(=O)c4ccccc4S3(=O)=O)CC2)cc1	25	115	90	-4%	22	156	-22	156	5%
CCC(=O)N1CCc2cc(S(=O)(=O)N3CCN(c4ccccn4)CC3)ccc21	14	88	74	-6%	2	170	-2	170	-59%
CCc1cccc(CC)c1NC(=O)CN1CC(C)SC1=NC1CCCCC1 (configuration not stated)	11	93	81	1%	-3	156	3	156	-31%
COc1nc(Nc2ccc(C(C)=O)cc2)nc(OC)n1	·	·	·	-5%	·	·	·	·	12%
CCC(C)NC(=O)C1c2ccccc2C(=O)N1Cc1ccc(OC)cc1OC (configuration not stated)	-2	89	91	8%	·	·	·	·	19%
COC(=O)c1ccc(Sc2nnnn2-c2ccccc2)c([N+](=O)[O-])c1	·	·	·	4%	-9	70	9	70	8%
S=c1[nH]nc(COc2ccccc2)n1C1CCCCC1	-3	45	48	25%	-4	174	4	174	2%
O=C(CSc1ccc(Cl)cc1)Nc1ccc(N2CCN(C(=O)c3ccc(Cl)cc3)CC2)cc1	·	·	·	0%	-6	124	6	127	-9%
Cc1oc(-c2ccc(Cl)cc2)nc1CN1CCCC(C(=O)NCc2ccco2)C1 (configuration not stated)	-12	63	74	-15%	5	103	-5	103	-42%
CCC1S/C(=C(\C#N)C(N)=O)N(c2ccc(F)cc2)C1=O (configuration not stated)	4	97	93	-7%	-6	188	6	188	-30%
COc1ccc(N(C(C)=O)S(=O)(=O)c2cccs2)cc1	-1	87	88	·	-2	79	2	79	·
COc1cc(SC#N)ccc1N=Cc1c(C)[nH]n(-c2cccc3ccccc23)c1=O	·	·	·	-128%	-3	182	3	182	-10%
CC(=C1C(=O)c2ccccc2C1=O)N1CCN(C/C=C/c2ccccc2)CC1	15	80	65	7%	-28	183	28	183	-54%
COc1ccc(CCNC(=O)Cn2c(=O)n(Cc3ccco3)c(=O)c3ccc(Cl)cc32)cc1OC	-16	63	79	-10%	·	·	·	·	-62%
CCOc1cc(NC(=O)c2ccco2)c(OCC)cc1NC(=O)CCc1ccccc1OC	·	·	·	-8%	·	·	·	·	-53%
CCc1cccc(CC)c1-n1c(SCc2cc(=O)n3ccsc3n2)nnc1-c1cccnc1	-3	50	54	-9%	-5	126	5	126	-47%

Reformatted: three of the compounds above.
CC(=C1C(=O)c2ccccc2C1=O)N1CCN(C/C=C/c2ccccc2)CC1
  MRP resist rev: 15	MRP resist rev cytotoxicity: 80	MRP resist rev with doxorubicin: 65	Bcl-B TR3 displacers: 7%	NFkB transloc inh: -28	NFkB transloc inh cell count 2 µM: 183	NFkB transloc pot: 28	NFkB transloc pot cell count 2 µM: 183	PLAP inhibition: -54%
COc1ccc(CCNC(=O)Cn2c(=O)n(Cc3ccco3)c(=O)c3ccc(Cl)cc32)cc1OC
  MRP resist rev: -16	MRP resist rev cytotoxicity: 63	MRP resist rev with doxorubicin: 79	Bcl-B TR3 displacers: -10%	NFkB transloc inh: ·	NFkB transloc inh cell count 2 µM: ·	NFkB transloc pot: ·	NFkB transloc pot cell count 2 µM: ·	PLAP inhibition: -62%
S=c1[nH]nc(COc2ccccc2)n1C1CCCCC1
  MRP resist rev: -3	MRP resist rev cytotoxicity: 45	MRP resist rev with doxorubicin: 48	Bcl-B TR3 displacers: 25%	NFkB transloc inh: -4	NFkB transloc inh cell count 2 µM: 174	NFkB transloc pot: 4	NFkB transloc pot cell count 2 µM: 174	PLAP inhibition: 2%

Further structures follow.
SMILES	MRP resist rev	MRP resist rev cytotoxicity	MRP resist rev with doxorubicin	Bcl-B TR3 displacers	NFkB transloc inh	NFkB transloc inh cell count 2 µM	NFkB transloc pot	NFkB transloc pot cell count 2 µM	PLAP inhibition
NCCc1nnc(SCC(N)=O)o1	·	·	·	-11%	14	179	-14	179	11%
Cc1ccc(S(=O)(=O)Nc2cc(C(=O)O)ccc2N2CCCCC2)cc1	18	98	81	5%	12	164	-11	164	-25%
O=C(CN1CCOCC1)NCCNC(=O)CN1CCOCC1	-4	92	96	-6%	-7	131	7	131	10%
CCOc1ccc(C(=O)Nc2cccc(-c3cc4ccccc4oc3=O)c2)cc1[N+](=O)[O-]	·	·	·	-6%	-11	128	11	128	12%
CN(C)C(=O)N1CCN(C(=O)N(C)C)CC1	1	96	96	4%	-16	179	16	179	-2%
CCOC(=O)CSc1ncnc2c1cnn2-c1ccccc1	7	93	86	-3%	4	99	-4	99	30%
CC1CCCC(C)N1C(=O)Cn1c(SCC(=O)Nc2ccc3c(c2)OCO3)nc2ccccc21 (configuration not stated)	-9	66	75	-7%	-5	169	5	169	-9%
Cc1noc(/C=C/N(C)C)c1S(=O)(=O)N1CCCC(C(=O)NCc2ccco2)C1 (configuration not stated)	8	101	93	12%	-1	144	1	144	-33%
N#Cc1cc(-c2ccccc2)oc1/N=C/c1ccccc1O	·	·	·	47%	-11	111	11	111	-11%
O=C1CCN(C(=O)Nc2ccccc2)N1	·	·	·	-6%	-19	176	19	176	2%
COc1cc(NC(=O)CCCC(=O)OCC(F)(F)C(F)F)nc(OC)n1	9	109	101	-7%	-6	146	6	146	-25%
O=C(CNCC1CCCO1)N1CCN(S(=O)(=O)c2ccc3ccccc3c2)CC1 (configuration not stated)	·	·	·	0%	17	153	-17	153	-59%
Cn1c(=O)c2c(nc(Oc3ccccc3)n2C)n(C)c1=O	14	97	83	0%	-20	187	20	187	10%
Cc1ccc(OCc2nnc(SCC(=O)Nc3cc(C)on3)n2C)cc1	10	97	86	-6%	-6	107	6	107	4%
CCOC(=O)N1CCC(N2CCN(S(=O)(=O)c3ccc(Cl)cc3)CC2)CC1	-5	27	32	-3%	10	191	-10	191	-103%
CCc1nnc(NC(=O)C2CCCN2S(=O)(=O)c2ccc(C)cc2)s1 (configuration not stated)	-12	99	111	-3%	-24	169	24	169	2%
Cc1cc(=O)c2ccccc2s1	-4	96	100	-6%	-12	130	12	130	5%
Cc1cccc(NC(=O)C2c3ccccc3C(=O)N3CCc4ccccc4C23)n1 (configuration not stated)	5	84	80	-14%	-15	198	15	198	2%
